# F-actin modifier: modifiers of F-actin cytoskeleton organization, primary screen, imaging, HUVEC, phalloidin staining, high-content imaging | HUVEC TNFa F-actin phalloidin imaging | inhibition, % at 2 µM | hit rate 0.18% among 91,000 | AID 836, 2007;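 active means inhibition above the batch mean plus 3 SD and confirmed as a hit by visual image inspection, cut at about 30% in these data, passing the limit was not always enough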; further: strong numbers were not always called active
# HUVEC tox IL1B: cytotoxicity in IL-1B stimulated HUVEC, primary screen, cytotoxicity control for IL-1B NFkB translocation project, imaging, Hoechst nuclear count, IL-1B stimulus; HUVEC cell count loss; cell count reduction, % at 2 µM; hit rate 0.41% among 94,000; AID 845, 2007;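 active means cell count reduction more than 3 SD above the screen-wide mean, cut at about 70% in these data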;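 further: normalized per plate to untreated control cells as the no-loss baseline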
# Smad3 inh: Smad3/FoxH1 peptide binding inhibitors, primary screen, biochemical, TR-FRET | TR-FRET Smad3/Dy647-FoxH1 peptide binding, europium anti-His | inhibition, % at 25 µM | hit rate 0.29% among 88,000 | Mothers against decapentaplegic homolog 3 (Homo sapiens), P84022;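 active means compounds that reduce the energy-transfer binding signal between the protein and its labelled peptide by more than half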;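 further: 0% = Smad3 plus labelled peptide maximal FRET and 100% = peptide-only background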
# Target sequence (P84022 whole entry, looked up): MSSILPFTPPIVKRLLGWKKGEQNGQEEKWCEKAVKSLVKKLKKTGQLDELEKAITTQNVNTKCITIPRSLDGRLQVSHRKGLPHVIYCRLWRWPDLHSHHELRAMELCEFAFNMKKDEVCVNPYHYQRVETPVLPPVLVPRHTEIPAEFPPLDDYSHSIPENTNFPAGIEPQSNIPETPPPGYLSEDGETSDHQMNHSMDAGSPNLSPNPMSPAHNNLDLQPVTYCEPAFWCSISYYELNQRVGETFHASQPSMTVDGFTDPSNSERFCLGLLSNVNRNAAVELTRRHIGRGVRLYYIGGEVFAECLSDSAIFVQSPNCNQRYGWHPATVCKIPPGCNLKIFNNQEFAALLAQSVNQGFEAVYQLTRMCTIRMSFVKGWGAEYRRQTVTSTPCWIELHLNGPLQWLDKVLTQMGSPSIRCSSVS
# DAT uptake mod: changed hDAT dopamine uptake under cocaine IC80, either direction, primary screen, cocaine antagonist project, cell-based, LLC-PK1 hDAT, [14C]-dopamine uptake, MLSMR. Sodium-dependent dopamine transporter (Homo sapiens), Q01959. LLC-PK1 hDAT cells, [14C]-dopamine uptake with cocaine IC80; actives deviate in either direction. B-score at 10 µM. hit rate 1.3% among 110,000;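 active means Z score or B-score, a plate-position-corrected score, falls beyond the plate's 99.7% confidence bounds, in either direction; inactive means both scores lie inside the 99.7% bounds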;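 further: scored against the spread of the other compound wells on the same plate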
# Target sequence (Q01959 whole entry, looked up): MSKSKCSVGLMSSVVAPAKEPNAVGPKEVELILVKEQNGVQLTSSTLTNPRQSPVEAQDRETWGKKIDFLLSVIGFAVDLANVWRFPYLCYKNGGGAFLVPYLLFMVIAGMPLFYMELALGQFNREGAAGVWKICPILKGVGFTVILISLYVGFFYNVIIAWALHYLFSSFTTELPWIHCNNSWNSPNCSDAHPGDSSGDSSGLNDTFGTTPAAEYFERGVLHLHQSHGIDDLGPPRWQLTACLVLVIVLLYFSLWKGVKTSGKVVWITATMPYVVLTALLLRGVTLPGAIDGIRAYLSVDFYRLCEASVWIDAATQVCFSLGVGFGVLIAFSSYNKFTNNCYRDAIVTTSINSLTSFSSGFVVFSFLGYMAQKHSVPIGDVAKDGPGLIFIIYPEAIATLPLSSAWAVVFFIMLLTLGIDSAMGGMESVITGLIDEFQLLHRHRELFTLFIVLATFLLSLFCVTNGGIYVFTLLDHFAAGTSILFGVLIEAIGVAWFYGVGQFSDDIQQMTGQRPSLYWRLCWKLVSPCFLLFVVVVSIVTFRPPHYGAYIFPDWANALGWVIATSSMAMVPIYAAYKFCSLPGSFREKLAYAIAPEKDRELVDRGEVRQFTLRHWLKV
# MT1-MMP txn act: MT1-MMP promoter reporter activation – cell-based, luciferase luminescence, primary screen | HT1080 MT1-MMP promoter luciferase reporter, overnight; active compounds read high | AID 750, 2007 | activation factor at 10 µM | hit rate 0.16% among 86,000;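 active means activation factor of at least 2 for MT1-MMP transcription at 10 µM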
# PTPN22 inh 2: PTPN22 phosphatase inhibitors, primary screen, biochemical, DiFMUP fluorescence, 2 µM. recombinant LYP catalytic domain. inhibition, % at 2 µM. hit rate 0.21% among 96,000. AID 640, 2007;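 active means inhibition at 2 µM at or above a set limit, the screen mean plus 3 SD, cut at about 24% in these data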;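 further: 0% = DMSO with enzyme and 100% = enzyme fully blocked by orthovanadate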
# VCAM1 TNFa inh: inhibitors of TNFa-induced VCAM1 expression, primary screen, imaging, HUVEC, TNFa stimulus, immunofluorescence; HUVEC TNFa-induced VCAM-1 immunofluorescence, high-content imaging; inhibition, % at 2 µM; hit rate 0.48% among 95,000;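 active means inhibition above the batch mean plus 3 SD, with images confirmed as a hit by eye, cut at about 37% in these data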;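 further: 0% = TNF-stimulated DMSO wells and 100% = unstimulated control wells; not every result past the cut was called active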
# Calb biofilm kill: clotrimazole potentiators killing Candida biofilms, primary screen, with clotrimazole, Alamar Blue; C. albicans biofilm + clotrimazole; inhibition, % at 6 µM; hit rate 0.14% among 85,000; AID 834, 2007;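 active means inhibition above 20%; inactive means inhibition below 20%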;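 further: preformed 24 hr biofilms exposed to compound for 48 hr; 0% = biofilm without compound and 100% = blank killed by clotrimazole plus chlorhexidine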
# HUVEC tox TNFa: cytotoxicity in TNFa-stimulated HUVEC, primary screen, cytotoxicity control for VCAM1 expression modulator project, imaging, Hoechst nuclei count; hit rate 0.17% among 93,000; AID 848, 2007; cell count reduction, % at 2 µM; HUVEC TNFalpha-stimulated, Hoechst cell count;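 active means cell count reduction exceeding the screen mean by over 5 SD, scaled to untreated wells per plate, cut at about 78% in these data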;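 further: cells counted after 24 h of TNF alpha exposure following the 1 h pretreatment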
# Starred values were filed as active, the others as inactive; nt = not tested or not shown; [ ] = another dose, or the depositor's remark. These rows are one share of the data, so the mix of outcomes need not match the whole.
compound	F-actin modifier	HUVEC tox IL1B	Smad3 inh	DAT uptake mod	MT1-MMP txn act	PTPN22 inh 2	VCAM1 TNFa inh	Calb biofilm kill	HUVEC tox TNFa
COc1cccc(N2CC(C(=O)Nc3ccc(C(=O)OC(C)C)cc3)CC2=O)c1 (stereo unspecified)	6	-115	-15	3.2*	1.2	0	27	2	-3
O=C(C1CC1)N1CCc2cc(S(=O)(=O)NC3CCN(Cc4ccccc4)CC3)ccc21	12	12	-1	nt	1.1	-8	26	11	-13
CN1CCN(Cc2cccc(Oc3ccccc3)c2)CC1	-14	3	-18	0.49	1.1	0	12	3	-11
CCOC(=O)C(C)Oc1ccc(C2NC(=O)NC(C)=C2C(=O)Nc2ccccc2C)cc1 (stereo unspecified)	4	-110	-15	0.54	1.1	-5	-3	7	-10
CC1(C)NC(=O)N(CC(=O)OCC(=O)Nc2cccc(F)c2)C1=O	-24	-33	12	0.11	1.2	6	-17	4	-16
CC1CN(c2nc3ccccn3c(=O)c2/C=C(\C#N)S(=O)(=O)c2ccccc2)CC(C)O1 (stereo unspecified)	5	20	-2	-0.44	1.1	0	-8	4	-1
c1ccc(Cn2ccc(-c3cnc(-c4ccccc4)s3)n2)cc1	nt	16	10	0.87	0.7	-12	-9	1	10
CCCOc1ccc(N2C(=O)CC(N3CCN(S(=O)(=O)c4ccccc4)CC3)C2=O)cc1 (stereo unspecified)	30	-3	-7	0.64	1.3	3	-1	0	-16
COc1ccccc1NS(=O)(=O)CC12CCC(CC1=O)C2(C)C (stereo unspecified)	10	-25	-8	-0.26	1.2	-1	2	6	-16
CCNc1nnc(-c2ccccc2OC)s1	-11	-1	-10	1	1.2	-3	9	4	5
CCc1ccccc1NC1=NCC(=O)N1C1CCCCC1	nt	nt	0	-1.6	1.1	nt	nt	-3	nt
CC1CCN(c2ccc(C(=O)N3CCOCC3)cc2[N+](=O)[O-])CC1	7	7	nt	1	nt	6	8	nt	-11
Cc1noc(C)c1S(=O)(=O)N(CC(=O)N1CCCC1)c1ccc(C(C)C)cc1	4	-2	-2	0.42	1.1	-3	16	4	-29
O=c1oc2ccccc2c(O)c1/C=C1\C=Nc2ccccc21	-7	8	nt	-0.2	nt	8	6	nt	-9
CC(CN1CCCCC1)OC(=O)Cc1ccc(Cl)cc1 (stereo unspecified)	-13	-15	5	1.2	1.1	-5	7	4	-8
CCCc1cc(=O)oc2cc(C)cc(O)c12	-3	-45	18	-0.99	1.2	-4	-11	6	-11
CCc1ccccc1NC(=O)Cn1nc(C(F)(F)F)c2c1CCC2	-6	3	5	0.0016	1.2	4	7	5	-19
COc1ccc(CCC(C)NC2C3CC4CC(C3)CC2C4)cc1 (stereo unspecified)	-2	-3	nt	nt	nt	18	2	nt	-11
CC(C)(C)NC(=O)/C(=C/c1ccco1)c1ccccc1	20	-26	nt	-0.87	nt	-3	6	nt	38
O=C(O)C1CCCN1S(=O)(=O)c1ccccc1 (stereo unspecified)	12	-18	4	-0.0053	0.9	-14	8	5	-16
CCC(c1nnnn1Cc1ccc(OC)cc1)N(CCCO)Cc1cc2cc3c(cc2[nH]c1=O)OCO3 (stereo unspecified)	7	-126	2	-0.23	1.2	-5	-2	8	-30
CCOC(=O)C1=C(SCC(=O)Nc2ccccc2)NC(=O)C(C#N)C12CCCCC2 (stereo unspecified)	-2	5	5	1.2	1.1	-6	-31	-3	-7
CC(C)OP(=O)(c1ccc(N(C)C)cc1)C(O)c1ccncc1 (stereo unspecified)	-18	-3	4	-1.7	1.2	-3	2	-1	-15
COc1ccc(C(=O)/C=C2/c3ccccc3CC(C)(C)N2C)cc1	36	0	nt	nt	nt	-2	6	nt	-29
CCOCCCNC(=O)C(c1ccc(Cl)cc1)N1CCC2(CC1)OCCO2 (stereo unspecified)	-1	5	9	-8.5*	1.1	6	8	-1	-31
COC(=O)Cn1c(=NC(=O)CSC(C)=O)sc2ccccc21	nt	nt	3[fluorescence artefact?]	-2	1.1	nt	nt	-1	nt
COC(=O)CNC(=O)C1CCCN1C(=O)CNC(=O)OC(C)(C)C (stereo unspecified)	nt	-40	-1	0.11	1.5	0	0	4	-32
CC(C(=O)NC1CCCc2ccccc21)N1CCN(Cc2ccc3c(c2)OCO3)CC1 (stereo unspecified)	10	-87	16	0.42	1.1	0	19	6	-22
FC(F)(F)c1cccc(-c2nnc3ccc(C(F)(F)F)cn23)c1	-36	14	6	-0.31	1	2	-12	5	9
Cc1ncc(CC(=O)n2cc(C(=O)c3cc(F)ccc3O)cn2)s1	16	1	1	-0.53	1.2	15	-4	2	-9
O=C(O)CN=C1NC2(CCCC2)Cc2ccccc21	-5	-24	nt	-1.1	nt	-1	-8	nt	-16
COc1cccc(N(CC(=O)Nc2ccc3c(c2)OCO3)S(=O)(=O)c2ccccc2)c1	-1	10	nt	0.7	nt	-16	0	nt	-18
COc1nc(Nc2ccc(O)cc2)nc(OC(C(F)(F)F)C(F)(F)F)n1	nt	nt	1	-0.74	1.1	nt	nt	6	nt
Cc1oc(-c2ccccc2Cl)nc1Cn1cccc1C1=NC(c2ccccc2)CO1 (stereo unspecified)	23	nt	-4	-0.38	1.1	5	-3	2	-22
Cc1ccc(-n2c(SCC(=O)NCc3cccs3)nnc2-c2ccoc2C)cc1	-5	-34	1	2.6*	1.2	1	0	1	-2
CCOC(=O)c1cc(-c2ccc(Cl)cc2)nc2onc(C)c12	8	-21	3	nt	nt	-10	9	7	2
CCOC(=O)C1CCCN(C(=O)C2CCN(S(=O)(=O)c3cnc[nH]3)CC2)C1 (stereo unspecified)	nt	nt	2	0.67	1	nt	nt	4	nt
O=C(NCc1ccc2c(c1)OCO2)c1c(O)c2cccc3c2n(c1=O)CCC3	36	-16	5	0.16	1.1	7	0	3	-28
O=C(COC(=O)c1cccc(S(=O)(=O)N2CCc3ccccc32)c1)NC1CCS(=O)(=O)C1 (stereo unspecified)	-2	13	-3	-1.1	1.4	-8	-6	8	-34
COc1ccc(N(CC(=O)Nc2cc(C)on2)S(=O)(=O)c2cc(C)ccc2C)cc1	nt	nt	2	0.43	1.2	nt	nt	0	nt
CCOc1ccccc1N(CC(=O)NCc1ccc(OC)cc1)S(C)(=O)=O	-2	-16	2	0.0024	1	7	2	-6	-48
CCCn1c(SCC(=O)OCc2ccccc2)nc2c1c(=O)n(C)c(=O)n2C	-4	34	0	-0.15	1.1	-4	8	-3	-14
O=S(=O)(c1ccc2c(c1)nc1n2CCC1)N1CCOCC1	-9	-30	-2	0.47	1.1	4	-21	12	-23
O=CNc1ccc(S(=O)(=O)NCc2ccccc2)cc1	0	12	-11	-0.006	0.9	0	6	0	1
CC(C)(C)C(=O)NC1=NCCS1	14	2	-3	0.33	1	1	0	16	9
Cn1cc(CC(=O)NCCCN2CCCC2)c2ccccc21	16	4	-5	0.38	1.1	-1	2	2	-6
COc1ccc(-n2nnnc2SCC(=O)NCCc2ccc(OC)c(OC)c2)cc1	-2	6	-3	0.31	1	-4	-12	8	1
CCN(CC)CCCN1C(=O)c2oc3ccccc3c(=O)c2C1c1cccc(OC)c1OC (stereo unspecified)	nt	nt	3	-0.78	1.1	5	nt	8	nt
Clc1ccc(Sc2cnc3ccccc3n2)cc1	2	14	-2	-0.065	nt	6	2	9	3
O=C(COc1ccc([N+](=O)[O-])cc1)Nc1ccc(C(=O)NCc2cccnc2)cc1	10	-40	nt	-0.19	nt	-12	13	nt	-19
CC(C)OC(=O)c1nnn(-c2nonc2N)c1CN1CCCCCC1	-16	-16	-8	-0.62	1.1	-3	0	10	-14
CC(=O)c1ccc(O)c(CO)c1	-15	24	1	0.15	1.1	-6	-9	3	42
CC(=O)C1C(c2cn(-c3ccccc3)nc2-c2cccs2)NC(=O)NC1(O)C(F)(F)F (stereo unspecified)	11	10	-2	nt	1.2	-9	5	4	-10
CCOc1ccc(C2C(C(=O)OC)=C(C)N=C3SCCC(=O)N32)cc1OCC (stereo unspecified)	30	-4	-4	-0.4	1.2	-5	0	10	-39
COc1ccc(Cl)cc1NC(=O)N1CCN(C2CCCCC2)CC1	-15	3	4	-1.6	1.1	-3	2	5	-40
COc1ccc(-n2c(Cn3c(=O)sc4ccccc43)nnc2SCC(=O)N2CCOCC2)cc1	-11	-1	5	-0.54	1.1	4	3	5	-10

# Remaining list, next part.
compound	F-actin modifier	HUVEC tox IL1B	Smad3 inh	DAT uptake mod	MT1-MMP txn act	PTPN22 inh 2	VCAM1 TNFa inh	Calb biofilm kill	HUVEC tox TNFa
CCN1C(=O)CSc2ccc(C(=O)NCc3ccc(OC)cc3)cc21	5	15	14	0.78	1.1	-6	5	2	57
Cc1ccc(Nc2oc(C)nc2C#N)cc1	-14	-17	1	-0.94	1.3	7	0	4	-44
CCOc1ccc(S(=O)(=O)Nc2cccc(C(=O)N3CCN(c4ccc(OC)cc4)CC3)c2)cc1	-7	12	-9	0.34	1.1	-8	-8	5	-2
CCN(CC)CCN1C(=O)C(=O)/C(=C(/O)c2c(C)[nH]c(C(=O)OC)c2C)C1c1cccs1 (stereo unspecified)	7	-2	0	-0.49	1.1	1	13	3	-7
O=C(O)c1nn(-c2ccc(Cl)cc2)ccc1=O	4	-5	-1	-0.35	1.1	-8	-2	10	-6
C=CCOc1cccc(C2/C(=C(/O)c3ccc(Cl)cc3)C(=O)C(=O)N2CCN2CCOCC2)c1 (stereo unspecified)	9	-28	-1	0.0051	1.1	0	-22	7	-34
O=C(c1ccc(N2CCN(C3CC(=O)N(c4ccc(F)cc4)C3=O)CC2)cc1)c1cccnc1 (stereo unspecified)	-8	-2	0	0.02	1.1	-6	-23	3	-7
Cc1ccc(N(C(=O)c2ccncc2)C2C=CS(=O)(=O)C2)cc1 (stereo unspecified)	-2	2	-5	0.045	nt	-8	4	5	-10
COCCCn1c2nc3ccccc3nc2c2c(=O)n(Cc3cccs3)cnc21	9	-19	28[fluorescence artefact?]	nt	1.1	0	0	3	-30
COc1ccccc1OCc1nnc(SCC(=O)NCc2ccco2)n1-c1ccccc1	10	6	-14	-0.024	1	9	6	9	nt
CCCNC(=O)N1CCC(C(=O)c2ccc(Cl)cc2)CC1	-7	3	-10	2	1	14	-2	-2	1
CCOC(=O)C1=C(C)N=C2c3ccccc3C(=O)C2C1c1ccccc1 (stereo unspecified)	-16	-41	nt	-0.96	nt	-7	13	nt	-7
CCc1nc2ccccc2c(C(=O)OCC(=O)Nc2cccc(S(=O)(=O)N3CCOCC3)c2)c1C	14	-9	89*	0.23	1	1	22	1	10
O=S(=O)(c1ccc2oc3ccc(S(=O)(=O)N4CCCCC4)cc3c2c1)N1CCCCC1	3	nt	-16	1.1	1.1	3	-10	2	-6
